Bioassay records (PubChem)
E coli growth: E. coli V3065 growth inhibition, primary screen, counter-screen for AddAB inhibitor project, absorbance, OD600; inhibition, % at 11.9 µM; 18 h; hit rate 0.27% among 330,000; AID 449728, 2010;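 active = inhibition above the campaign's mean inhibition across all tested compounds plus 3 SD, cut at about 9.9% in these data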;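 note: uninfected addAB+ strain grown without phage in ampicillin broth; 0% = DMSO wells and 100% = ciprofloxacin 0.95 µg/ml wells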
PKA-R1A act: activators of PKA-R1A holoenzyme, primary screen, biochemical, fluorescence polarization, Cy5-IP20, bovine R1A, mouse PKAc; PKA-R1A dissociation; scaled: DMSO 0%, 113 µM cGMP 100%; activation, % at 11.4 µM; hit rate 0.083% among 340,000; AID 504707, 2011;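 active = percent activation above the mean of all tested compounds plus 3 SD, cut at about 19% in these data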;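 note: higher means more PKAc released from R1A so a rise in polarization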
phage Ecoli inh: growth loss of phage-infected E. coli, primary screen, RecBCD inhibitor project, absorbance, with phage, HTS. inhibition, % at 11.9 µM. hit rate 0.26% among 360,000. AID 651602, 2012; in the data active = inhibition above about 11%
Tat export inh: E. coli Tat export inhibitors, primary screen, MC4100, TorA-mCherry reporter, fluorescence, single point. hit rate 0.036% among 340,000. AID 488895, 2010. inhibition, % at 10 µM;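 active = mean replicate inhibition at least 50% and at least half of replicates individually reaching 50%; inconclusive = only one of the two criteria met; inactive = neither criterion met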;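 note: exported cargo escapes ClpAP degradation while cytoplasmic cargo is degraded and loses fluorescence; 0% = median of neutral control wells and 100% = median of NaSCN control wells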
Arr AP2 block: inhibitors of beta-arrestin/AP2 binding, primary screen, biochemical, GPCR trafficking, flow cytometry | beta-arrestin 1 C-terminal peptide binding to AP2 beta2-adaptin appendage (human) | FITC-arrestin peptide / GST-AP2 beads; AP2 beta2 appendage carries R879A mutation | inhibition, % at 10 µM | hit rate 0.31% among 340,000;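 active = inhibition above a set limit, near 3 SD of compounds lacking own fluorescence, cut at about 54% in these data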;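 note: plate controls were DMSO wells for no effect and 5 µM unlabelled arrestin peptide for full effect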
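System: GST-AP2 R879A bound to glutathione beads, E. coli-expressed. Also added: 50 nM FITC-arrestin peptide. Schedule: compound with beads 12 min RT, then probe 1 h RT. Signal: bead flow cytometry, FITC channel. Read-out basis: percent response.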
DSG3 Ab inh: inhibitors of pemphigus antibody binding to DSG3, primary screen, biochemical, bead-based, flow cytometry, scFv-GFP | Desmoglein-3 (Homo sapiens), P32926 | DSG3-coupled beads, scFv-anti-DSG3-GFP binding; stronger effect = lower value | AID 588358, 2011 | binding (percent of control), % at 10 µM | hit rate 0.48% among 310,000;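 active = binding more than 3 SD below its plate's average and above zero; inconclusive = below that plate limit but binding exactly zero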; note: some compounds called inactive have numbers as strong as hits
Target sequence (P32926 whole entry, looked up): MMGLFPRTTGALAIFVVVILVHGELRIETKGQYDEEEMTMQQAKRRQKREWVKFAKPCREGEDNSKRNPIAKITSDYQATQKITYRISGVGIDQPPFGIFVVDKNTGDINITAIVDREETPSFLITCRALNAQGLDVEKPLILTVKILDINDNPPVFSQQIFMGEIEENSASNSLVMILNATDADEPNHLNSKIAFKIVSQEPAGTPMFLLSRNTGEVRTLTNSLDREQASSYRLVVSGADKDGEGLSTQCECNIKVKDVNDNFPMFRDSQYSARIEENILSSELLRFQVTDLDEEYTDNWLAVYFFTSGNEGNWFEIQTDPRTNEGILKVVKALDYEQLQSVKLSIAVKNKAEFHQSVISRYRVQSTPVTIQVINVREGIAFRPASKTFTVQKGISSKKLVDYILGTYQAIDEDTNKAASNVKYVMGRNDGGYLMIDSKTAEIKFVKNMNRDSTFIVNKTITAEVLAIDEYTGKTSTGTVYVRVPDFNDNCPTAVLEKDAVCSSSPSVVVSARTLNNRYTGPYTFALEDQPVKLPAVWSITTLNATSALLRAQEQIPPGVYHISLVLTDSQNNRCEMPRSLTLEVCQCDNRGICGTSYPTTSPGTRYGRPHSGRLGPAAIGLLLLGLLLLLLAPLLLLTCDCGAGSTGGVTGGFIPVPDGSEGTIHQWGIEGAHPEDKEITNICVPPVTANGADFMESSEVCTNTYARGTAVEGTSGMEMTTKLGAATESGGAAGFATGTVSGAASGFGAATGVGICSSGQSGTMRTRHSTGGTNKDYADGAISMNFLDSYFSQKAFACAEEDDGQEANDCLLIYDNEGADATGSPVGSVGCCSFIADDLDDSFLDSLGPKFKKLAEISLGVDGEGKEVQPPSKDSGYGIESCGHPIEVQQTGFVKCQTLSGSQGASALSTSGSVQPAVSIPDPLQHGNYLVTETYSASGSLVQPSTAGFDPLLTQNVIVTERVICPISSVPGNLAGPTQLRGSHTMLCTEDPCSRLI
OPRM1-OPRD1 inv: inverse agonists of MOR-DOR heterodimerization, primary screen, cell-based, luminescence; AID 504357, 2011; hit rate 0.21% among 340,000; inhibition, % at 9.3 µM; cell-based MOR-DOR heterodimer luminescence, inverse agonism; Mu-type opioid receptor (Homo sapiens) + Delta-type opioid receptor (Homo sapiens), …; in the data active = inhibition above about 22%, passing the limit was not always enough;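 note: 0% = cells with DMSO and 100% = wells without cells with DMSO; values of inactives mirror those of a sister screen read the other way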
MOR-DOR ag: agonists of OPRM1-OPRD1 heterodimerization, primary screen, cell-based, luminescence; cells; activation, % at 9.3 µM; Mu-type opioid receptor (Homo sapiens) + Delta-type opioid receptor (Homo sapiens), …; hit rate 0.3% among 340,000; in the data active = activation above about 18%;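 note: 0% = vehicle-treated cells and 100% = reference agonist; values of inactives mirror those of a sister screen read the other way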
AddAB inh: growth inhibition of E. coli expressing H. pylori AddAB, primary screen, AddAB inhibitor project, absorbance | inhibition, % at 11.9 µM | hit rate 0.29% among 330,000 | AID 435030, 2010; in the data active = inhibition above about 12%;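 note: 0% = vehicle wells of infected cells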
PfHsp90 set2: growth inhibition of PfHsp90-expressing yeast, primary screen, antimalarial PfHsp90 inhibitor project, S. cerevisiae, BacTiter-Glo luminescence, single point, set 2. hit rate 0.32% among 310,000. inhibition, % at 9.4 µM. BacTiter-Glo ATP, 48 h; yeast lacking PDR1 and PDR3 efflux regulators;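 active = every replicate shows inhibition above about 80%, whatever the replicate mean, limit read from the data; inconclusive = mean inhibition reaches the set limit but some replicate falls short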;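 note: 0% = DMSO neutral controls and 100% = 20 µM radicicol positive controls; yeast relying on Plasmodium falciparum Hsp90 in place of its own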
SUMO Mot1 rescue: yeast Mot1-301 growth rescue at high temperature, primary screen, SUMOylation pathway inhibitor project, S. cerevisiae, ATP luminescence, 38.5C; S. cerevisiae Mot1-301 growth rescue; percent above DMSO median, 100 means doubled; growth rescue, % at 18.8 µM; hit rate 1% among 320,000;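 active = every valid replicate shows activation above 250% relative to neutral control wells; inactive = the rest, any valid replicate at or below 250%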;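 note: OY570 slx delta 5 strain wells were the positive control but not used for scaling; some compounds called inactive have numbers as strong as hits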
An asterisk follows results filed as active; i = inactive; ? = inconclusive; / = not tested or not shown.

SMILES	E coli growth	PKA-R1A act	phage Ecoli inh	Tat export inh	Arr AP2 block	DSG3 Ab inh	OPRM1-OPRD1 inv	MOR-DOR ag	AddAB inh	PfHsp90 set2	SUMO Mot1 rescue
N#CCCN(C(=O)Nc1ccccc1)C1CCCCC1	/	13	-0.6	-6	-12	94	6	-1.3	/	15	/
COc1cc2c(cc1OC)C(C1C(=O)CC(C)(C)CC1=O)N(C(=O)CCl)CC2 (centres undefined)	1.4	0	3.6	-4	6	85	5	-1.0	2.3	-4	99
Cc1cccc(OCCOCCN2CCNCC2)c1C	0.0	-2	0.3	-2	7	97	5	-1.0	4.4	6	14
NC(=O)c1ccc(NC(=O)CSc2nnc(C3CCCCC3)n2N)cc1	2.0	-1	2.8	4	35	107	12	-2.4	3.0	4	40
COc1cc2c(cc1OC)C(C)N(S(=O)(=O)c1ccc(Cl)nc1)CC2 (centres undefined)	0.6	6	-2.2	-4	43	95	7	-1.2	1.8	10	8
CCn1cc(C(=O)NCCc2ccc(Cl)cc2)c(=O)c2ccc(C)nc21	/	7	0.9	-14	9	86	14	-2.4	/	-13	/
OC1(c2cccs2)CN(c2ccccc2)C2=[N+]1CCCC2 (centres undefined)	1.5	-2	2.1	-7	32	/	12	-2.5	0.7	7	-6
Cc1ccc(NC(=S)N2CCN(S(=O)(=O)c3ccccc3)CC2)cc1	/	3	1.0	-7	-13	108	3	-0.8	/	-21	-4
C=CCSC1=C(C#N)C(c2cccc(OC)c2)CC(=O)N1 (centres undefined)	0.3	-6	1.3	4	3	118	9	-1.9	-0.1	-5	i
Cc1cccc(C(=O)Nc2nnc(-c3ccc(C(C)(C)C)cc3)s2)c1	-1.5	4	0.0	-1	4	98	15	-2.5	0.8	-3	0

Compounds shown so far that contain a cyano group, in the order listed:
SMILES	E coli growth	PKA-R1A act	phage Ecoli inh	Tat export inh	Arr AP2 block	DSG3 Ab inh	OPRM1-OPRD1 inv	MOR-DOR ag	AddAB inh	PfHsp90 set2	SUMO Mot1 rescue
N#CCCN(C(=O)Nc1ccccc1)C1CCCCC1	/	13	-0.6	-6	-12	94	6	-1.3	/	15	/
C=CCSC1=C(C#N)C(c2cccc(OC)c2)CC(=O)N1 (centres undefined)	0.3	-6	1.3	4	3	118	9	-1.9	-0.1	-5	i

Later entries
SMILES	E coli growth	PKA-R1A act	phage Ecoli inh	Tat export inh	Arr AP2 block	DSG3 Ab inh	OPRM1-OPRD1 inv	MOR-DOR ag	AddAB inh	PfHsp90 set2	SUMO Mot1 rescue
COc1ccc(N(CC(O)Cn2cnc3ccccc32)S(=O)(=O)c2ccc(C)cc2)cc1 (centres undefined)	0.1	-1	0.4	-3	11	97	4	-0.7	3.7	5	-10
CCOC(=O)Cc1c(C)nc2cc(C)nn2c1C	1.2	9	4.3	1	-4	92	17	-3.3	3.9	-1	8
C=CCOC(=O)C1C(=O)CC(C)(O)C(C(=O)OCC=C)C1c1ccc(OC)cc1 (centres undefined)	1.2	-2	0.6	3	-10	100	12	-2.4	7.1	15	-17
Cc1cc(N2CCN(C(=O)c3ccco3)CC2)nc(-c2ccccc2)n1	-1.5	-5	1.4	6	8	110	9	-1.6	1.1	-2	-15
Cc1occc1-c1nnc(SCC(=O)N2CCCCC2)n1C	/	-3	-0.2	-5	20	98	3	-0.5	/	/	/
Cc1cc(S(=O)(=O)NCc2cccnc2)ccc1-n1cnnn1	2.5	-1	3.6	-2	12	104	15	-2.6	1.6	-16	40
O=C1Nc2c(c(=O)[nH]c(=O)n2-c2ccccc2)C1(Nc1ncccn1)C(F)(F)F (centres undefined)	-2.5	-5	0.2	-2	6	/	9	-2.2	4.7	-16	-6
Cc1cc(=O)oc2c(C)c(OC(C)C(=O)NCc3ccccn3)ccc12 (centres undefined)	-1.4	-8	1.9	4	-9	/	13	-2.6	-0.2	-13	0
COc1cccc(-c2ccc(C#N)c(SCC(=O)NCCc3cccc(Cl)c3)n2)c1	-2.1	0	-0.5	-2	4	98	-70	12	3.8	-50	-4
S=c1[nH]nc(-c2ccc(Br)cc2)n1-c1ccc2c(c1)OCCO2	-2.1	-5	1.0	-12	-9	/	2	-0.5	0.0	-17	11
COc1ccc(C(=O)NC(=S)N2CCCc3ccccc32)cc1OC	-1.9	8	2.7	4	17	85	-4	0.8	0.6	5	-10
CCCCS(=O)(=O)Nc1ccc(C(=O)NCC2CCCO2)cc1 (centres undefined)	2.0	2	2.5	-7	2	104	1	-0.2	0.0	11	-7
COCCn1c(SCC(=O)Nc2cc(C)on2)nc2ccccc2c1=O	-1.0	2	0.5	0	2	/	18	-4.7	2.1	7	-6
Cc1onc(-c2ccccc2Cl)c1C(=O)NCc1cccnc1	1.2	10	2.8	5	50	78	4	-0.8	4.7	-1	-17
COCCn1c(SCC(=O)Nc2ccc(OC)cc2OC)nc2ccccc2c1=O	/	-7	1.6	-7	37	111	17	-3.3	/	3	-1
COc1ccccc1C1C(C(N)=O)=C(C)Nc2nc(-c3ccc(Cl)cc3)nn21 (centres undefined)	0.2	-11	2.6	-3	-1	110	17	-3.3	0.9	23	-11
O=C(O)c1ccc(CP(=O)(c2ccccc2)c2ccccc2)cc1	-2.6	-3	2.6	-3	9	119	2	-0.5	2.4	2	-25
Cc1c(C2=CCN(S(=O)(=O)c3ccc(Cl)cc3)CC2)c2ccccc2n1C	-1.5	-10	0.9	-5	7	104	11	-2.5	0.2	-2	-1
C[N+]1(CCOc2ccc([N+](=O)[O-])cc2)CCOCC1	0.7	-12	3.1	0	2	107	3	-0.6	3.0	1	15
O=S(=O)(Nc1ncccn1)c1ccc(NC(=S)N2CCN(c3cccc(C(F)(F)F)c3)CC2)cc1	0.1	0	2.3	-13	-11	107	17	-3.2	2.0	-21	0
C1CCN(c2nc3nonc3nc2N2CCCCC2)CC1	-1.2	2	/	-1	-1	97	9	-1.6	0.7	/	3
CCOC(=O)NC(=O)COC(=O)Cc1cc(OC)c(OC)c(OC)c1	1.4	2	3.0	-5	5	97	1	-0.1	1.7	-15	/
CN1CCN(C(=S)NC(=O)/C=C/c2cccc3ccccc23)CC1	-2.4	13	-4.8	-4	-37	/	4	-0.8	-1.5	-17	11
Cc1ccc(OC(C)C(=O)Nc2ccccc2C(=O)NCc2cccnc2)cc1C (centres undefined)	0.2	-7	2.9	4	-14	106	13	-2.3	3.2	-16	-10
CCN(C(=O)COC(=O)CCC(=O)c1cccs1)c1ccccc1	-2.2	2	-1.4	-6	-4	/	1	-0.2	-3.0	6	4
Cc1ccccc1NC(=O)CN1C(=O)CSc2ccccc21	-1.0	-10	2.2	1	-16	92	8	-1.5	1.5	-13	/
CCOC(=O)C1C(=O)OC(C)(C)C1C(C)C(=O)c1ccc(C)cc1C (centres undefined)	2.9	4	1.2	-8	15	100	7	-1.3	0.2	-23	-32
Cc1cc(=O)oc2c(C)c(OCC(=O)N3CCN(c4ccc(F)cc4)CC3)ccc12	-0.3	-14	2.1	-5	5	102	13	-2.5	2.3	6	-15
Cc1cc(C)cc(C(=O)N(NC(=O)Nc2ccc(Cl)cc2)C(C)(C)C)c1	3.5	-1	4.4	2	13	103	-1	0.2	4.3	-4	-13
COc1ccc(S(=O)(=O)NCc2ccc3c(c2)OCO3)cc1C	-2.7	-16	3.0	9	-4	98	9	-1.6	1.6	16	36
Cc1cc(N(CN2CCCC2=O)C(=O)c2ccc(F)cc2)no1	-4.5	13	3.1	-2	-1	105	16	-3.0	-1.5	6	5
Cc1cc(NCc2ccccc2)c2ccccc2n1	0.4	7	1.6	-3	1	119	1	-0.2	3.0	-10	6
Cc1ccc(C)c(S(=O)(=O)N2CCN(C(=O)Nc3ccccc3)CC2)c1	1.4	3	3.3	3	-3	106	7	-1.3	-1.6	13	3
COc1cc(OC)cc(C(=O)N2CCN(C(=O)c3ccc(-c4ccccc4)cc3)CC2)c1	-1.4	-13	0.8	1	6	99	6	-1.2	2.2	2	-12
O=C(O)Cn1nc2c3c(cccc3c1=O)-c1ccccc1-2	-4.1	4	1.9	-4	2	108	10	-2.1	-1.0	-9	3
CCOC(=O)C1CCN(C(c2cccnc2)c2c(NC(=O)c3ccco3)sc(C)c2C)CC1 (centres undefined)	-1.8	-6	1.6	14	6	107	-2	0.3	5.0	53	1
Nc1ccccc1S(=O)(=O)NC1=NCCCCC1	1.8	-6	4.3	?	0	89	-21	3.4	0.3	-11	5
O=C(O)c1ccc(NS(=O)(=O)c2ccc3c(c2)C(=O)c2ccccc2C3=O)cc1	-2.6	/	4.5	-8	11	/	/	/	-0.2	-10	38
CC(C)=CC(=O)Nc1nnc(C(C)C)s1	-0.8	7	2.7	-1	-2	97	1	-0.1	1.9	2	-23
CC(=O)Nc1cccc(NC(=O)C2CCN(C(=O)c3ccco3)CC2)c1	-0.6	-3	2.1	-1	21	109	-9	1.1	3.2	28	1
CCC(=O)NC(Nc1nc(C)cs1)(C(=O)OC)C(F)(F)F (centres undefined)	-3.0	4	3.9	-3	5	102	1	-0.2	0.2	-21	2
O=C1NC(c2ccccc2)=NC1(Nc1ccccn1)C(F)(F)F (centres undefined)	-1.4	5	3.7	-1	4	98	0	0.1	-0.9	-6	-7
CCN(CC#CCC(O)(c1ccccc1)c1ccccc1)C(C)C	2.0	9	2.1	-4	1	114	0	0.0	2.6	-2	4
Cc1c(-c2ccco2)[n+](=O)c2c(n1[O-])CCCCC2	-0.2	-7	2.9	-7	1	105	19	-3.2	3.3	/	-9
O=c1c2oc3nc4c(cc3c2ncn1CCCc1ccccc1)CCCC4	-1.8	5	0.8	1	-4	103	9	-1.9	-0.4	-18	4
O=C(c1cccc([N+](=O)[O-])c1)c1ccc2c(c1)OCCOCCOCCO2	-1.6	/	0.5	0	41	100	/	/	0.9	-8	5
CCOC(=O)c1[nH]ncc1CN1CCc2ccc(NC(=O)C3CCCO3)cc2C1 (centres undefined)	2.1	2	2.5	1	-9	101	8	-1.1	4.2	-13	-23
N#Cc1ccccc1S(=O)(=O)N1CCN(C(=O)Cc2coc3cc(O)ccc23)CC1	-2.6	-4	4.6	20	12	99	8	-2.1	1.8	/	-12
